FLuc counter = inhibits or activates purified firefly luciferase, miR-21 counter-screen. purified FLuc, Km substrates, luminescence inhibition. 360,000 compounds, 6.9% hits. Potency, µM (series often up to 57.5 µM), for inactives: top-dose activity change, negative = inhibition, hits mostly inhibitors. AID 588342;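 also: potency is read from the fitted curve at half-maximal effect; plate controls were vehicle for no effect and reference inhibitor for full effect; nearly all actives have a fitted effect of over 55% in size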
Target sequence (P08659 whole entry, looked up): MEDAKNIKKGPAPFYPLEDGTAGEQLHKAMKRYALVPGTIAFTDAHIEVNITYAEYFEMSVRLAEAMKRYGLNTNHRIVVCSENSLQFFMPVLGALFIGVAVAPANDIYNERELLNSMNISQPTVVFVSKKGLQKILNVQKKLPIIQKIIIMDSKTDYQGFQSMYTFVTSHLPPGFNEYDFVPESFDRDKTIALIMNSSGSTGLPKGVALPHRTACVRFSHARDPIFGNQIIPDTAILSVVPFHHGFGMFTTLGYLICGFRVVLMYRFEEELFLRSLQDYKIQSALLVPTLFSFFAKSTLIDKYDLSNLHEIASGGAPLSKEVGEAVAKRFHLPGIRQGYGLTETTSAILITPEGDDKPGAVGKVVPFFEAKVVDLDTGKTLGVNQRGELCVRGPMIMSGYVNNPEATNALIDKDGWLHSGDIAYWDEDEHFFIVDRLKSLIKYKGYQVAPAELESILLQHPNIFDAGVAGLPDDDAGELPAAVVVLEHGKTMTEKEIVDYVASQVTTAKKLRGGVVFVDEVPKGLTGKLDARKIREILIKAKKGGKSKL
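Biochemical qHTS of compounds, final roughly 60 µM downward over six points, against 10 nM purified firefly luciferase using Km concentrations of substrates (10 uM D-luciferin, 10 uM ATP) in Tris acetate pH 7.5 buffer; luminescence output.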
p53 reactivation = re-activators of mutant p53. H1299 p53-A138V BP100-luciferase reporter, luminescence, 24 h. Potency, µM (top dose mostly 92.2 µM), inactives show at the highest dose activity change, positive = activation, hits mostly activators. 320,000 compounds, 0.063% hits; also: potency is read from the fitted curve at half-maximal effect; % of control where 0% means no effect; nearly all actives have a fitted effect of over 45% in size
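p53-null H1299 cells stably carrying temperature-sensitive p53-A138V and a BP100-luciferase reporter were pinned with compounds (4-point, 1:5 series) and held 24 hrs at 37 deg C. Luminescence was read 10 min after detection reagent.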
Tb PFK inh = blocks T. brucei phosphofructokinase. Potency, µM (series often up to 57.5 µM), for inactives: top-dose activity, negative = inhibition, most hits filed as inhibitors. O15648. T. brucei PFK, ADP-Glo luminescence. 330,000 compounds, 0.17% hits;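 also: potency is read from the fitted curve at half-maximal effect; 0% = uninhibited 1x PFK enzyme wells and -100% = no-enzyme wells; nearly all actives have a fitted effect of over 60% in size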
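Activity is normalized to no-enzyme wells (full inhibition) and 1.25 nM enzyme wells (no inhibition). Reaction: 0.5 mM F6P, 0.1 mM ATP, 45 min RT, ADP-Glo luminescence; concentration-response curves fitted and classed by quality.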
BRCA1 expr act = increases BRCA1 expression | MCF7-BRCA1-FFLuc reporter, luminescence, 48 h; response scale: scaled: vehicle 0%, 10 µM genistein 100% | Potency, µM (titrated, usually from 46.1 µM), inactives show at the top dose activation, hits mostly activators | 380,000 compounds, 1.1% hits | AID 624202; also: potency is read from the fitted curve at half-maximal effect; nearly all actives have a fitted effect of over 80% in size; some results filed as inactive show a strong effect at the top dose
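Quantitative HTS in MCF7 cells stably reporting BRCA1 expression via firefly luciferase. Compound treatment lasts 48 h at 37 °C in phenol-red free MEM. Activation is expressed relative to genistein at 10 microM and DMSO.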
ELG1 genotox = induces genotoxicity in HEK293T cells with luciferase-tagged ELG1 | HEK293T ELG1-luciferase reporter, luminescence, 16 h | Potency, µM (top dose mostly 46 µM), without a hit: top-dose activity change, positive = activation, usual class: activators | 330,000 compounds, 1.3% hits | AID 504466; also: potency is read from the fitted curve at half-maximal effect; % of control where 0% means no effect; nearly all actives have a fitted effect of over 60% in size
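Cells (2,000/well) expressing the ELG1-luciferase fusion are dosed by pin tool and kept 16 hr at 37 °C, 5% CO2. Signal comes from ONE-Glo luciferase reagent after 30 min at room temperature.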
RORg inh = blocks mouse ROR gamma transcriptional activity; AID 2551; Drosophila S2 Gal4-RORgamma UAS-luciferase reporter, 20 h; 310,000 compounds, 5.4% hits; P51450; Potency, µM (series often up to 53.6 µM), for the others: at the top dose activity change, negative = inhibition, most hits filed as inhibitors; also: potency is read from the fitted curve at half-maximal effect; % is scaled to controls: 0 for no effect and ±100 for the full control effect; nearly all actives have a fitted effect of over 60% in size
Target sequence (P51450 whole entry, looked up, the tested form may be a part): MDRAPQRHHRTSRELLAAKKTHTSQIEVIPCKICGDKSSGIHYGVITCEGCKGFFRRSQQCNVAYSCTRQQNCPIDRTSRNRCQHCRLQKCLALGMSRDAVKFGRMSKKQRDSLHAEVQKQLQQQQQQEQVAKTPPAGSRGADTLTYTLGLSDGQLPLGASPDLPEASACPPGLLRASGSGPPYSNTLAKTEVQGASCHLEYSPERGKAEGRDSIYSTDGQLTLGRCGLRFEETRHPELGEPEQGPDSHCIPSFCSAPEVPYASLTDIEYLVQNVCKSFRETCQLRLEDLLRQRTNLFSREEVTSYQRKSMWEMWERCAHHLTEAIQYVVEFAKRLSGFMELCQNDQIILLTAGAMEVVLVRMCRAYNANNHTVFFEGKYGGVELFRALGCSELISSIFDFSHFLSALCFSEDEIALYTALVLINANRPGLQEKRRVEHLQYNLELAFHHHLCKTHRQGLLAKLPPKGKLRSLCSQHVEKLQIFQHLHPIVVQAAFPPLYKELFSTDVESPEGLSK
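A Gal4/UAS one-hybrid system in insect cells: metallothionein-promoter Gal4–ROR gamma fusion plus Photinus luciferase reporter. Copper sulfate 700 uM final, 20 hr ambient incubation, luminescent detection after 10 min with reagent.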
VP16 counter = Gal4-VP16 reporter inhibition counter-screen. Drosophila S2 Gal4-VP16 UAS-luciferase, luminescence, 20 h. 310,000 compounds, 3.5% hits. Potency, µM (top dose mostly 53.6 µM), for inactives: top-dose activity, negative = inhibition, usual class: inhibitors;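 also: Gal4-VP16 expression switched on by copper sulfate through the metallothionein promoter; potency is read from the fitted curve at half-maximal effect; % is scaled to controls: 0 for no effect and ±100 for the full control effect; nearly all actives have a fitted effect of over 50% in size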
NPC1 promoter act = activates the NPC1 promoter | Huh7 NPC1 promoter luciferase reporter, 24 h | Potency, µM (top dose mostly 9.22 µM), for inactives: at the highest dose activation, hits mostly activators | 320,000 compounds, 2.4% hits | AID 485313;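 also: potency is read from the fitted curve at half-maximal effect; % of control where 0% means no effect; nearly all actives have a fitted effect of over 60% in size; reporter is driven by a mutant NPC1 promoter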
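In 1536-well qHTS, Huh7 cells harboring an NPC1 promoter–luciferase construct received compound for 24 h; activation was quantified by luminescence following luciferase reagent addition.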
Rab9 prom act = activators of Rab9 promoter | Potency, µM (highest dose often 9.22 µM), inactives show at the top dose activation, negative = inhibition, actives largely listed as activators | Huh7 Rab9 promoter-luciferase reporter, luminescence, 24 h | 320,000 compounds, 2.8% hits; also: potency is read from the fitted curve at half-maximal effect; % of control where 0% means no effect; nearly all actives have a fitted effect of over 60% in size
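Stable Rab9-luc Huh7, 1500 cells/well, 2 h settle; cmpd in DMSO, 24 h, 37 °C/5% CO2; luciferase reagent 10 min RT; luminescence.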
ELG1 repair inh = ELG1-dependent DNA repair inhibition; HEK293T ELG1-luciferase reporter, luminescence, 16 h; DNA damage induced by 5-fluorouridine; Potency, µM (titrated, usually from 46.1 µM), for the others: at the top dose activity change, negative = inhibition, actives largely listed as inhibitors; 330,000 compounds, 2.3% hits; also: potency is read from the fitted curve at half-maximal effect; % is scaled to controls: 0 for no effect and ±100 for the full control effect; nearly all actives have a fitted effect of over 55% in size
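Luminescence from the luciferase reporter, measured 30 min after ONE-Glo reagent at room temperature, was the read-out. Beforehand, 2,000 cells per well were exposed for 16 hr at 37 °C to 5-fluorouridine together with compound or vehicle.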
TRPV1 agonist = activates the human vanilloid receptor TRPV1; Q8NER1; TRPV1-expressing cells, Fluo-8 calcium influx, agonist mode; activation, % at 8.33 µM; 320,000 compounds, 0.19% hits; AID 540275; in the data active = activation above about 80%; inconclusive = between about 30% and that limit; also: 0% is about no effect
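TRPV1-expressing cells were cultured overnight at 35.5C and loaded with Fluo-8 calcium dye for 40 to 90 min at room temperature. After a 10 s baseline, compound was added and calcium influx was read kinetically for 3 min (ex 480/em 520 nm).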
Active calls of the source: *; ? = inconclusive; . = no result given; & = joins results of further samples; [ ] = dose if it differs, or a comment. Unless noted, calls follow the shape of the dose curve; as a rule, active = well fitted curve in the direction sought with a large enough effect; inconclusive = small, poorly fitted or top-dose-only effect, or another doubt; inactive = no such curve, though single readings can be large; an effect the other way counts as inactive or inconclusive.

SMILES	FLuc counter	p53 reactivation	Tb PFK inh	BRCA1 expr act	ELG1 genotox	RORg inh	VP16 counter	NPC1 promoter act	Rab9 prom act	ELG1 repair inh	TRPV1 agonist
CCOC(=O)C1CCN(C(=O)Nc2ccc(OC)c(OC)c2)CC1	-1%	-5%	-7%	-16%	2%	-36%	-5%[0.365 µM]	0%	-1%	17%	-2
Cc1cc(C(=O)NCC(c2ccco2)N(C)C)ccc1[N+](=O)[O-] (centres undefined)	-5%	2%	0%	0%	6%	0%	-20%	0%	1%	10%	-2
O=C(NCCc1ccc(Cl)cc1)c1cccs1	?	15%	-6%	?	?	35%	6%	?	?	?	81*
CSc1ccc(/C=N/N2CCN(C)CC2)cc1	21µM*	27%	-2%	117%	17%	-4%	-2%	?	3.2µM*	?	-3
COCCN(Cc1ccccc1)C(=O)c1cccc(S(=O)(=O)N2CCN(c3ccc(F)cc3)CC2)c1	1%	-1%	0%	-34%	2%	.	.	-1%	-3%	?	22
CN1CCc2c(sc3c2C(=O)NC(c2ccco2)N3)C1 (centres undefined)	-11%	9%	-1%	0%	-8%	-22%	-11%	8%	6%	18%	1
Brc1ccccc1/C=N/Nc1nc2ccccc2o1	?	?	-2%	?	12µM*	2.5µM*	?	?	2.8µM*	?	1
C[C@@H](C(=O)NC1CCCC1)N1C(=O)N2CCc3c([nH]c4ccccc34)[C@@]2(C)C1=O	2%	5%	-3%	-28%	-4%	30%	0%	-4%	-2%	-6%	8
CCn1cc(C(=O)N2CCCCC2)c(=O)c2cc(S(=O)(=O)N3CCC(C)CC3)ccc21	-1%	1%	-16%	-15%	-1%	31%	-14%	-2%	0%	-2%	0
O=C(COc1cccc2cccnc12)N1CCc2ccccc21	?	-1%	3%	87%	10%	-6%	-15%	12%	22%	20%	-2
Cc1ccc2c(=O)[nH]c(Cc3ccccc3C(=O)O)nc2c1	-1%	0%	1%	-3%	-12%	-4%	-9%	-4%	-7%	?	-3
O=C(Nc1ccc2nc3ccccc3nc2c1)c1ccc(Br)cc1	-3%	3%	-9%	?	-1%	30%	3%	19%	28%	?	2
CC(Sc1nc2c(c(=O)[nH]1)CCCC2)C(=O)Nc1ccc(S(N)(=O)=O)cc1 (centres undefined)	-1%	8%	4%	2%	3%	-9%	-4%	-4%	2%	15%	-1
CCOC(=O)c1nnn(-c2nc(N(C)C)nc(N(C)C)n2)c1C	-5%	-1%	2%	-18%	0%	-7%	-17%	-2%	-2%	10%	0
Cc1ccc(-n2c(=O)[nH]c3c(C(N)=O)nc(-c4ccc(C)o4)nc32)cc1	-3%	-24%	-2%	-61%	-6%	?	?	-11%	0%	?	2
COc1ccc(-c2nc(SC(C)C(=O)Nc3ccc(NC(C)=O)cc3)n[nH]2)cc1 (centres undefined)	?	0%	-1%	46%	5%	.	.	4%	3%	?	-1
COc1cc(/C=C2\SC(=Nc3ccc(F)cc3)N(c3ccc(F)cc3)C2=O)ccc1OCC(=O)O	?	-3%	-8%	.	-4%	37%	-1%	-3%	-8%	-4%	7
O=S(=O)(c1ccc2ccccc2c1)N1CCN(C(=S)Nc2ccc(F)c(Cl)c2)CC1	10%	1%	-1%	-94%[inhibitor]	-4%	1%	1%	-2%	-1%	?	0
COc1ccccc1NC(=O)CC(=O)c1ccccc1	?	12%	-7%	13%	3%	34%	5%	12%	13%	24%	3
O=c1cc(NS(=O)(=O)c2ccccc2)nc(SCc2c(Cl)cccc2Cl)[nH]1	-3%	-9%	-7%	-2%	6%	1%	4%	-1%	-7%	?	0
CC(C)(C)OC(=O)C[C@H]1C/C=C\C[C@H](CC(=O)N(CCO)Cc2ccccc2)C(=O)N[C@@H](Cc2ccccc2)COC1=O	.	1%	-1%	-19%	-3%	.	.	.	.	-3%	.
Cn1c(SCC#N)nc2ccccc2c1=O	0%	-4%	0%	-9%&-5%	0%	1%	-6%	-2%	2%	?	-4
COC(=O)c1c(NC(=O)CN2CCN(c3ccccc3)CC2)c2c(C)cccc2n1C	7%	-12%	2%	-34%	-7%	12%	2%	-5%	0%	?	4
Cc1cc(C(=O)Nc2ccc(S(=O)(=O)Nc3onc(C)c3C)cc2)c(C)o1	?	1%	1%	-1%	1%	-4%	4%	0%	12%	6%	1
COc1ccc(NC(=S)NC(=O)/C=C/c2cccs2)cc1	-12%	2%	-3%	24%	10%	3.5µM*	?	-2%	18%	28%	1
Cc1c(C#N)c2ccccc2n1CC(=O)NCC1CCCO1 (centres undefined)	5%	3%	0%	-1%	-1%	6%	-3%	2%	11%	-7%	2
Cc1c(N/C=C(\Cl)C(=O)C(F)(F)F)c(=O)n(-c2ccccc2)n1C	-3%	2%	-13%	5%	3%	-30%	8%	1%	?	2%	-5
CC(=O)c1c(C)nn(C(=O)c2cccs2)c1C	3%	1%	4%	17%	5%	5%	19%	-5%	4%	19%	-1
O=C(Nc1cccc(S(=O)(=O)N2CCCCC2)c1)c1c2c(nc3ccccc13)CCN(Cc1ccccc1)C2	-1%	7%	0%	-47%	-5%	38%	-11%	-7%	-8%	?	2
Cc1cc(C)nc(SCCC(=O)N2CCOCC2)n1	4%	1%	-3%	4%	0%	-6%	-3%	-2%	2%	12%	3
Nn1cnnc1N/N=C/c1cc(Br)cc(Br)c1O	-2%	-28%	3%	-78%	-2%	10µM*	13µM*	0%	0%	-19%	2
COc1ccc([C@@H]2C=C(C(=O)O)O[C@H](OCCCCO)C2)cc1	-1%	2%	1%	0%	4%	15%	5%	-3%	-5%	3%	0
COCCNC(=O)c1c[nH]c2cc(OC)c(OC)cc2c1=O	3%	6%	-4%	35%	3%	-20%	-7%	-1%	14%	5%	-1
Cc1cccc(C)c1NC(=O)CSc1nnc(-c2cnccn2)n1C	1%	5%	1%	-21%	1%	-3%	-2%	-2%	4%	?	-4
CCCC(=O)Nc1cc(C)c(NC(=O)c2ccco2)cn1	-6%	?	-2%	9%	0%	-23%[1.91 µM]	-4%	0%	3%	23%	1
CCOc1cccc(C2C(C#N)=C(N)Oc3cc(C)n(Cc4ccccn4)c(=O)c32)c1OCC (centres undefined)	2%	6%	2%	8%	2%	-18%	-11%	0%	3%	-8%	0
CCN1CCc2nc3ccccc3c(C(=O)Nc3ccc(C#N)cc3)c2C1	-3%	-4%	-4%	-15%	1%	9%	-5%	-6%	9%	3%	-3
CCN(CC)c1ccc(N=Nc2nn(C)c(C)c2[N+](=O)[O-])cc1	1.7µM*	?	-1%	?	5.8µM*	5µM*	?	0.79µM*	1.4µM*	?	3
CCc1cc(Cn2nc(C(=O)O)cc2-c2ccccc2)on1	-2%	-7%	1%	4%	2%	.	.	1%	-5%	1%	-4
COc1cccc(NC(=O)c2ccncc2)c1	-5%	8%	1%	10%	-3%	-10%	-16%	2%	-4%	?	1
COc1ccc(OCC(=O)Nc2ccc3c(c2)n(C)c(=O)n3C)cc1	4%	.	0%	-25%	11%	-14%	-11%	-2%	0%	?	6
Cc1cc(OCCOCCN(C)CCO)cc(C)c1Cl	6%	-32%[inhibitor]	-4%	-5%	-6%	-7%	-5%	-5%	4%	-3%	5
C[C@H](CO)N1C[C@H](C)[C@@H](CN(C)S(=O)(=O)c2ccc(F)cc2)Oc2ccc(NC(=O)C3CC3)cc2C1=O	.	4%	4%	4%	-5%	.	.	.	.	?	.
c1ccc(-c2cc3nccc(-c4ccccn4)n3n2)cc1	9.5µM*	?	-2%	?	?	29%	3%	2.5µM*	2.2µM*	?	3
Cc1[nH]c2ccccc2c1C(=O)/C=C/c1ccccc1	4.8µM*	?	8%[0.46 µM]	-16%	14%	?	0%	3.2µM*	?	?	18
CC1CCCC(C)N1C(=O)CSc1nccc(=O)[nH]1 (centres undefined)	7%	.	0%	31%	-5%	6%	-4%	-2%	0%	1%	0
CCN(CC)C(=O)Cn1c(=O)n(C)c2ccccc21	-19%	0%	-1%	-4%	0%	2%	3%	-1%	-1%	?	0
CC(C)(C)C1CCc2c(sc3nc(SCC(N)=O)nc(N)c23)C1 (centres undefined)	4.8µM*	28%	-4%	6%	10%	93%	-7%	28%	23%	?	?

Screens as filed in PubChem.

Not a hit list (roughly 15% active in at least one column).
